High-throughput results (PubChem BioAssay)
Lmaj promast = reduces viability of Leishmania major promastigotes | resazurin fluorescence viability | inhibition, % at 10 µM | hit rate 9% among 200,000 | AID 1063; in the data active = inhibition above about 50%;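 also: promastigotes grown with compound for 44 hours at 28 °C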
bIAP inh = intestinal alkaline phosphatase (bovine) inhibition; purified bovine IAP, CDP-star luminescence, 30 min; inhibition, % at 20 µM; 190,000 tested, under 10 active;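 active = over 50% inhibition of intestinal alkaline phosphatase at 20 µM in the single-dose screen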
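System: Purified bovine intestinal alkaline phosphatase (IAP) enzyme | Input: IAP diluted 1/65,000,000 in the well | Also added: CDP-star chemiluminescent phosphatase substrate, 30 µM final | Dosing: 20 µM single dose | Times: Enzyme reaction for 30 min at room temperature | Detection: Luminescence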
Diaphorase inh = inhibits diaphorase or chemically oxidizes, flagging diaphorase assay artifacts. diaphorase resazurin-to-resorufin fluorescence, NADH, 16 min; bacterial (C. kluyveri) enzyme, not human. inhibition, % at 20 µM. hit rate 0.69% among 190,000. AID 1217;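 active = primary screen inhibition at 20 µM above a set limit, cut at about 50% in these data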;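 also: plate controls were DMSO with full reaction for no effect and wells lacking NADH for full effect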
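Test system: Clostridium kluyveri diaphorase enzyme / Quantity: diaphorase at 0.14 U/mL in enzyme working solution / Incubation: 16-min room-temperature incubation before reading / Benchmarks: NADH-free wells as positive control, DMSO-only neutral wells / Signal: resorufin fluorescence 544/590 nm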
TNAP inh hiacc = blocks human TNAP under high phosphate acceptor concentration; P05186; purified TNAP, CDP-star luminescence, 1 M DEA; inhibition, % at 20 µM; hit rate 0.03% among 200,000;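 active = over 50% inhibition of tissue-nonspecific alkaline phosphatase at 20 µM in the single-dose screen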;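 also: plate controls were DMSO wells for no effect and EDTA-quenched wells as full inhibition for full effect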
Target sequence (P05186 whole entry, looked up): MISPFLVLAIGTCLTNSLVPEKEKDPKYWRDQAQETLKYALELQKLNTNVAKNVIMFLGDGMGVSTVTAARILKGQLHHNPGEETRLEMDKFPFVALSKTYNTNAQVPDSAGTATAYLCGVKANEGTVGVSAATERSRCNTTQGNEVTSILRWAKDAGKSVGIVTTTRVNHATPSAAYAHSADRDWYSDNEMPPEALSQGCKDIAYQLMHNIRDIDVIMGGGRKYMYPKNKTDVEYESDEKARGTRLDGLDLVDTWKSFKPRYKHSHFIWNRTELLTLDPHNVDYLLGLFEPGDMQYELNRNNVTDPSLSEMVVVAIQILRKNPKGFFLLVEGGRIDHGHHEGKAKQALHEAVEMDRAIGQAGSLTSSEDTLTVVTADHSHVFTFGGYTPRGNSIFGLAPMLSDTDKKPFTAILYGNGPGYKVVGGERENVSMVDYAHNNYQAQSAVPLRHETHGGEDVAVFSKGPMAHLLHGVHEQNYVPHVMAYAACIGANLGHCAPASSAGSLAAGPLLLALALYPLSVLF
PMI activator = increases human mannose-6-phosphate isomerase activity; P34949; purified human PMI, coupled resazurin fluorescence, 20 min; stronger effect = higher value; 1 = vehicle control, 0 substrate-free wells; activation factor at 20 µM; hit rate 0.005% among 190,000; AID 1214;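 active = activation factor of 2 or more at 20 µM, relative to plate controls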
Target sequence (P34949 whole entry, looked up): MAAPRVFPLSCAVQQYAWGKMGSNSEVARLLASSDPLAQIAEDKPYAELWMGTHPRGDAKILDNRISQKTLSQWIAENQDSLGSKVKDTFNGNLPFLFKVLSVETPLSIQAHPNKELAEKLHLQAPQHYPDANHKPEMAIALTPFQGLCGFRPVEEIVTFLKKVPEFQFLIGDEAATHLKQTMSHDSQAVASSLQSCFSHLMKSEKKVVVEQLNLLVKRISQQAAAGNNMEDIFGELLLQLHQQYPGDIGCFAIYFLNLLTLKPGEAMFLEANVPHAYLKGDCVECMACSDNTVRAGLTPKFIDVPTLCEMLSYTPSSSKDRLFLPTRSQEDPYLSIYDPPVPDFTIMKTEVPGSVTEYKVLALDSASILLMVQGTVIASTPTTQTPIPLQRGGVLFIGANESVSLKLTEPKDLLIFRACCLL
PMI act hi M6P = PMI (human) activation, high substrate. P34949. coupled PMI enzyme assay, resazurin fluorescence, 20 min; stronger effect = higher value; 1 = untreated enzyme, 0 = substrate-free blank. activation factor at 20 µM. hit rate 0.34% among 190,000;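 active = activation factor of 2 or more at 20 µM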
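Test system: human PMI in coupled enzyme assay; Input: PMI at 15 ng/mL final; Medium: HEPES buffer, pH 7.4; Schedule: 20 min incubation at room temperature; Technique: resorufin fluorescence at Ex 544/Em 590 nm; Compound: 20 µM single dose; Probe or stimulus: Near-saturating mannose-6-phosphate, 1.0 mM.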
bIAP act = increases bovine intestinal alkaline phosphatase activity; hit rate 0.17% among 200,000; activation factor at 20 µM; purified bovine IAP, CDP-star luminescence, 30 min; stronger effect = higher value; fold of DMSO-control signal, blank-subtracted;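 active = activation factor of 2 or more at 20 µM, a signal rise over negative controls twice the positive control's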
Diaph act CS = counter-screen for diaphorase-based assays: diaphorase activators and chemical reducers. AID 1229. hit rate 0.005% among 190,000. activation factor at 20 µM. Diaphorase/resazurin coupled assay, resorufin fluorescence, 16 min; stronger effect = higher value; 1 = vehicle wells, 0 = NADH-free wells;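 active = diaphorase activity raised at least twofold by the compound at 20 µM; inactive = activation factor below 2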
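Measured by – red resorufin fluorescence at 544/590 nm excitation/emission · Test system – Clostridium kluyveri diaphorase, purified enzyme · Incubation – reaction time 16 min, room temperature · Buffer or medium – 50 mM HEPES pH 7.4 with 4.542 mM MgCl2, 0.005% Tween 20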
TNAP inh noacc = blocks human TNAP activity with no phosphate acceptor present. P05186. purified TNAP, CDP-star luminescence, 30 min. inhibition, % at 20 µM. hit rate 0.26% among 200,000. AID 1012;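 active = tissue-nonspecific alkaline phosphatase inhibition above about 50% at 20 µM in the single-dose screen, limit read from the data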;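 also: 0% = DMSO negative control and 100% = EDTA positive control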
TNAP act hiacc = activators of human TNAP at high phosphate acceptor concentration; purified TNAP, CDP-star luminescence, 1 M DEA, 30 min; stronger effect = higher value; 0 = EDTA background, 1 = DMSO-only activity; AID 1136; activation factor at 20 µM; P05186; 200,000 tested, under 10 active;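 active = activation factor at least 2 at 20 µM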
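Control set: EDTA negative control, DMSO positive control / Assay system: human TNAP / Quantity: TNAP 1/800 final / Evaluation: TNAP activation factor scaled between EDTA and DMSO control wells / Measured by: luminescent substrate turnover signal / Compound dosing: one dose, 20 µM / Times: 30 min enzyme reaction at room temperature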
* hit, by the source's call; nt = not tested or not shown.

No.	molecule	Lmaj promast	bIAP inh	Diaphorase inh	TNAP inh hiacc	PMI activator
1	Cc1cccc(NC(=O)c2ccc(NCC3CCCO3)c([N+](=O)[O-])c2)n1 (centres undefined)	-4	-4	5	6	0.9
2	Cc1cccc2sc(NC(=O)CN3C(=O)C4CC=CCC4C3=O)nc12 (centres undefined)	2	0	21	-7	0.9
3	C/C(=N\NC(=O)Cc1cccn1C)c1cccc2ccccc12	-1	9	19	-4	0.9
4	Cc1ncoc1C(=O)N1CCCC(CCC(=O)NCc2ccc(F)c(F)c2)C1 (centres undefined)	-5	5	11	-7	1
5	CN(C)CCNC(=O)c1ccc(COc2ccc(Cl)cc2Cl)cc1	99*	-12	-25	-4	1.1
6	Cc1cccc(C)c1NC(=S)NCCc1ccc(O)c(O)c1	16	2	45	1	0.5
7	C/C=C/c1ccc(OCC(O)CN2CCCCC2CC)c(OC)c1 (centres undefined)	5	-7	10	-4	1
8	COc1ccccc1C(=O)C1CCCN(Cc2cn[nH]c2C2CCCCC2)C1 (centres undefined)	13	3	22	-4	0.9
9	C=CCNC(=S)N/N=C/c1ccc(C)cc1C	4	-6	14	-2	0.9
10	Cc1ccnn1Cc1cc(C(=O)O)c2ccccc2n1	-9	-10	22	0	1.1
11	CCn1c(-c2ccc3[nH]c(C)c(C)c3c2)n[nH]c1=S	5	-12	16	0	1
12	CCN(CC)CCCNC(=O)Cn1ncn2cccc2c1=O	-2	3	0	-4	1
13	Cc1cccc(-n2ncc3c(Nc4ccc(F)cc4)ncnc32)c1	nt	8	26	-7	0.8
14	O=C(/C=C/c1ccco1)Oc1cc(Br)cc(/C=N/NC(=O)c2ccccc2O)c1	99*	8	17	-1	1.1
15	CC(CN1CCCC(C(N)=O)C1)c1ccccc1 (centres undefined)	25	-4	9	-7	0.9

No.	PMI act hi M6P	bIAP act	Diaph act CS	TNAP inh noacc	TNAP act hiacc
1	1	1	1	-1	0.9
2	0.9	1	0.8	-14	1.1
3	1	0.9	0.8	-10	1
4	1	1	0.9	-10	1.1
5	1.1	1.1	1.3	-10	1
6	0.8	1	0.6	60*	1
7	1	1.1	0.9	-13	1
8	1	1	0.8	-7	1
9	0.9	1.1	0.9	-3	1
10	1	1.1	0.8	-3	1
11	1	1.1	0.8	-1	1
12	1	1	1	-4	1
13	0.9	0.9	0.7	-4	1.1
14	1.2	0.9	0.8	-36	1
15	1	1	0.9	-12	1.1

(cont.)
No.	molecule	Lmaj promast	bIAP inh	Diaphorase inh	TNAP inh hiacc	PMI activator
16	O=C(NN=C(Cc1ccccc1)Cc1ccccc1)c1ccc(F)cc1	-6	-72	10	-2	1
17	CNC(=O)c1cc2c(=O)n3cc(C)ccc3nc2n(Cc2ccco2)c1=N	nt	23	42	0	1.1
18	Cc1cc(C)c2nc(N3CCCN(C(=O)c4ccco4)CC3)c(C#N)cc2c1	14	-9	11	-5	1.2
19	O=C(Nc1ccccc1N1CCCCC1)c1ncoc1-c1ccc(F)cc1	-1	24	16	-3	0.9
20	CCCC(=O)Nc1c(-c2ccc(OC)cc2)c(=O)c2ccccc2n1C	-5	9	-11	-10	1.1
21	N#CC1=C(N)C(C#N)(C#N)C(c2ccc[nH]2)C2CCCC=C12 (centres undefined)	8	6	21	1	1
22	Cc1ccc(S(=O)(=O)N2CCOCC2)cc1C(=O)N1CCOCC1	-1	10	15	-7	1
23	CCOC(=O)C1CN(S(=O)(=O)c2ccccc2)CCN1S(=O)(=O)c1ccccc1 (centres undefined)	-1	-13	1	-8	1
24	Brc1ccc(-c2csc(NNC3=NCCCCC3)n2)cc1	16	-8	6	-3	1.3
25	O=C(NC(=S)NCC1CCCO1)c1ccccc1 (centres undefined)	-1	8	8	0	0.8
26	COc1ccc(S(=O)(=O)N[C@@H](C)C(=O)OCC(=O)Nc2cc3oc4ccccc4c3cc2OC)cc1	34	4	20	-6	1
27	CCCN1CCC(N2CCN(c3cccc(C(F)(F)F)c3)CC2)CC1	100*	-10	-2	-5	1
28	CC1=NOC2(C1)/C(=N/O)CCC/C2=N\O (centres undefined)	14	11	0	-6	1.1
29	CCCCNc1cc(=O)n(C)c(=O)[nH]1	4	2	11	-2	0.9
30	O=C(CSc1nc2[nH]ncc2c(=O)[nH]1)Nc1nccs1	-3	-2	5	-9	1.2

No.	PMI act hi M6P	bIAP act	Diaph act CS	TNAP inh noacc	TNAP act hiacc
16	1	1.7	0.9	-6	1
17	0.9	0.8	0.6	-3	1
18	1.2	1.1	0.9	-13	1.1
19	0.8	0.8	0.8	-11	1
20	1.2	0.9	1.1	-4	1.1
21	0.6	0.9	0.8	-20	1
22	1	0.9	0.8	-22	1.1
23	1	1.1	1	-22	1.1
24	1.9	1.1	0.9	-25	1
25	1	0.9	0.9	-14	1
26	0.9	1	0.8	-8	1.1
27	1.1	1.1	1	-8	1.1
28	1	0.9	1	-2	1.1
29	0.6	1	0.9	-6	1
30	1.1	1	0.9	-19	1.1

(more compounds)
No.	molecule	Lmaj promast	bIAP inh	Diaphorase inh	TNAP inh hiacc	PMI activator
31	COc1cc2c3c(c1)C1(C(=O)N3C(C)(C)C=C2C)C(C#N)=C(N)Oc2cc(O)ccc21 (centres undefined)	67*	5	29	-5	0.8
32	O=C(NCCOc1ccccc1Cl)C(=O)NCCOc1ccccc1Cl	-3	-4	1	-7	1.2
33	CC1=CC(=C(C#N)C#N)C=C(C)N1Cc1ccc(Cl)cc1	1	4	-3	0	1.2
34	COc1ccccc1Cn1c(/C=C/c2ccccc2)nc2ccccc21	44	-4	10	1	1
35	O=C1OC(Nc2ccc(Br)cn2)c2ccccc21 (centres undefined)	-9	4	12	0	0.9
36	CC(C)CC(=O)Nc1nnc(SCC(=O)Nc2ccc3c(c2)OCO3)s1	-3	0	5	-1	1
37	Fc1ccc(Cn2nnnc2CN2CCN(C3CCCCC3)CC2)cc1	86*	-4	14	-9	1
38	O=C(CN1C(=O)C2C3CC(C(Br)C3Br)C2C1=O)OCC(=O)c1cccc([N+](=O)[O-])c1 (centres undefined)	-9	-1	14	0	0.9
39	CS(=O)(=O)Nc1ccccc1C(=O)O	-3	2	6	0	0.9
40	COc1ccc2c(-c3ccccc3)cc(SCC(=O)NC3CCS(=O)(=O)C3)nc2c1 (centres undefined)	8	11	25	-4	0.7
41	Cc1ccc2nc(NC(=O)C3CCCN3C(=O)OC(C)(C)C)sc2c1 (centres undefined)	24	1	13	-3	1
42	Cc1ccc(Nc2nc(N)c([N+](=O)[O-])c(NCc3ccco3)n2)cc1	20	-6	20	-2	0.9
43	O=C(CCn1c(=O)sc2ccccc21)Nc1nc2ccccc2s1	-4	24	31	-5	0.8
44	COc1cc2c(cc1OC)C(C(=O)O)C(c1ccc(C)o1)N(C)C2=O (centres undefined)	-5	1	17	0	1.1
45	CCN(CC)C(=O)c1ccc(/C=C/c2c[nH]c3ccccc23)[n+](C)c1	3	0	-3	21	0.9

No.	PMI act hi M6P	bIAP act	Diaph act CS	TNAP inh noacc	TNAP act hiacc
31	0.8	1	0.7	-11	1
32	1.1	1	1	-3	1.1
33	1	1	1	-17	1
34	1	1	0.9	-4	1
35	0.9	1	0.9	-4	1
36	1.1	1	1	-22	1
37	0.9	1	0.9	-11	1.1
38	0.9	1	0.9	-4	1
39	0.9	1	0.9	-6	1
40	0.9	0.9	0.8	-7	1
41	1	1	0.9	-2	1
42	1	1.1	0.8	-4	1
43	0.8	0.8	0.7	3	1.1
44	1	1	0.8	-7	1
45	0.8	1	1	18	0.8

Other entries.
No.	molecule	Lmaj promast	bIAP inh	Diaphorase inh	TNAP inh hiacc	PMI activator
46	CS(=O)(=O)N(CC(=O)Nc1cc(Cl)ccc1Cl)c1ccccc1Cl	28	18	21	-7	1
47	Cc1c(C(=O)Nc2ccc(C(=O)O)cc2)cnn1C	-8	7	11	-4	1
48	OCC1CCCN(C(=S)Nc2ccc(Oc3ccccc3)cc2)C1 (centres undefined)	-3	10	4	-9	1
49	CCN1CCN(CC(=O)N2N=C(c3cccs3)CC2c2ccc(OC)cc2)C(=O)C1=O (centres undefined)	-4	-12	-1	-2	1
50	O=C(COc1ccc(Cl)cc1)Nc1c(-c2cccs2)nc2ccccn12	10	17	15	6	0.8
51	CCn1c(CNC(=O)COc2ccc(C(C)C)cc2)nnc1SCC(=O)NC1CCCCC1C (centres undefined)	-1	5	19	0	0.9
52	O=[N+]([O-])c1ccc(-c2nnc(-c3ccccc3)c(NCCCO)n2)cc1	30	-33	7	-1	1
53	O=[N+]([O-])c1ccc(Oc2ccc(F)cc2)c2ccncc12	19	45	33	-5	0.8
54	COc1cccc(C(=O)C2CCCN(Cc3cccn3-c3ccccn3)C2)c1 (centres undefined)	49	-14	-5	-4	1

No.	PMI act hi M6P	bIAP act	Diaph act CS	TNAP inh noacc	TNAP act hiacc
46	1	0.8	0.8	3	1.1
47	1	0.9	0.9	-14	1
48	1.1	0.9	1	-10	1.1
49	1	1.1	1	0	1
50	0.9	0.8	0.8	-2	0.9
51	0.9	0.9	0.8	-10	1
52	1	1.3	0.9	-5	1
53	0.8	0.6	0.7	-10	1
54	1	1.1	1.1	-8	1

This is a random part of the collection. Share with any hit: about 10%.
